Bioassay records: PubChem BioAssay, several laboratories
CSN inh – inhibitors of CSN-mediated cullin deneddylation, primary screen, biochemical, fluorescence polarization, uHTS; COP9 signalosome complex subunit 5 (Homo sapiens), Q92905; Purified CSN, SCF-Nedd8-OG deneddylation; inhibition, % at 12.5 µM; 360,000 compounds, 0.38% hits;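 active = pattern-corrected inhibition above about 35%, with an unprinted fluorescence ratio check between 0.5 and 1.5, limit read from the data, passing the limit was not always enough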;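 also: 0% = enzyme with substrate and 100% = substrate without enzyme; some results filed as inactive read as strong as hits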
Target sequence (Q92905 whole entry, looked up, one chain of several): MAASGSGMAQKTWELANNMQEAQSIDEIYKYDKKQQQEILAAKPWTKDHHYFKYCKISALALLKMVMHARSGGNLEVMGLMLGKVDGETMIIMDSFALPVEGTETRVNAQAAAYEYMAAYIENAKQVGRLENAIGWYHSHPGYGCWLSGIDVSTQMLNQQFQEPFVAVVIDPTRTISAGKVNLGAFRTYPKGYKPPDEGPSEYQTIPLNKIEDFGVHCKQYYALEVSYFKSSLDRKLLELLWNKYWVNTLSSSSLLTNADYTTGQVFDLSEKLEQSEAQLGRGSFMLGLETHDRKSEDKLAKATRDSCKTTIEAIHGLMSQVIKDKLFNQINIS
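Material: purified human Csn5 enzyme expressed in HEK293T cells / Medium: Tris buffer pH 7.5, NaCl, DTT, Tween-20, trehalose, ovalbumin / Compound dosing: 12.5 µM single point / Schedule: 90 min incubation of compound, enzyme and substrate at room temperature / Signal: fluorescence polarization of the substrate / Control set: no-enzyme wells high, enzyme-with-substrate wells low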
DNMT1 block – human DNMT1 methyltransferase inhibitors, primary screen, biochemical, molecular beacon, fluorescence, HinP1I cleavage, uHTS; DNA (cytosine-5)-methyltransferase 1 (Homo sapiens), P26358; inhibition (reported as % activation of signal), % at 10 µM; 360,000 compounds, 0.83% hits; in the data active = inhibition above about 50%
Scp-1 inhibitor – Scp-1 phosphatase inhibitors, primary screen, biochemical, colorimetric, uHTS; Carboxy-terminal domain RNA polymerase II polypeptide A small phosphatase 1 (Homo …; Recombinant Scp1, phosphopeptide, malachite green phosphate absorbance; inhibition, % at 20 µM; 340,000 compounds, 0.88% hits;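 active = inhibition above about 50% at 20 µM, limit read from the data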;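 also: plate controls were DMSO wells with enzyme for no effect and wells lacking enzyme for full effect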
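Material – SCP-1 phosphatase catalytic domain, residues 76-261 · Buffer or medium – Acidic Tris acetate buffer with magnesium and detergent · Also added – Phospho 17-mer peptide substrate · Compound – single 20 µM dose, 1% DMSO · Times – 45 min room-temperature reaction, 5 min colour, 30 min stabiliser · Technique – Phosphate-binding colour reagent, absorbance read at 630 nm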
MsrA inh – bovine MsrA enzyme inhibitors, primary screen, biochemical, absorbance, HTS; 360,000 compounds, 0.75% hits; purified bovine MsrA, absorbance read-out; Methionine sulfoxide reductase A (Bos taurus); inhibition, % at 15.5 µM; in the data active = inhibition above about 4.5%;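 also: 0% = vehicle wells with enzyme and 100% = reference inhibitor wells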
STEP inh – STEP phosphatase inhibitors, primary screen, biochemical, fluorescence intensity, uHTS. Tyrosine-protein phosphatase non-receptor type 5 (Homo sapiens), P54829. recombinant STEP, OMFP fluorogenic substrate. inhibition, % at 20 µM. 360,000 compounds, 0.25% hits. AID 588621, 2011;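 active = inhibition at 20 µM, scaled per plate between control wells, above about 37%, limit read from the data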;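 also: 0% = DMSO with enzyme and substrate and 100% = substrate only without enzyme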
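System: STEP phosphatase, cell-free reaction; Buffer or medium: Bis-Tris pH 6.0 buffer with DTT, detergent; Incubation: 20 min at room temperature, dark; Measured by: fluorescence, 480/540 nm.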
Tb MetRS inh – T. brucei MetRS inhibitors, primary screen, biochemical, luminescence; methionyl-tRNA synthetase (Trypanosoma brucei brucei); purified T. brucei MetRS, ATP depletion, Kinase-Glo luminescence; inhibition, % at 11.9 µM; 360,000 compounds, 0.4% hits; AID 624268, 2012;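 active = inhibition above a per-plate cutoff of the control wells' mean inhibition plus 3 SD, cut at about 5.5% in these data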;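 also: 0% = DMSO wells median and 100% = median of wells with control inhibitor compound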
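Dosing: 11.9 µM single point; system: parasite MetRS enzyme; technique: luminescence of leftover ATP; times: 15 min enzyme-compound preincubation, 2 h reaction, 10 min detection, 25 °C; replicates: each compound tested once; read-out basis: percent inhibition relative to median high and low control wells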
Rpn11 block – Rpn11 (PSMD14) deubiquitinase inhibitors, primary screen, biochemical, fluorescence polarization, uHTS; 26S proteasome non-ATPase regulatory subunit 14 (Homo sapiens), O00487; human 26S proteasome, Ub4-pepOG fluorescence polarization; 20S core pre-blocked with epoxomicin; calls only at 20 µM; 360,000 compounds, 0.59% hits; AID 588493, 2011;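 active = inhibition at 20 µM, scaled to each plate's controls, above about 33%, limit read from the data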
Target sequence (O00487 whole entry, looked up): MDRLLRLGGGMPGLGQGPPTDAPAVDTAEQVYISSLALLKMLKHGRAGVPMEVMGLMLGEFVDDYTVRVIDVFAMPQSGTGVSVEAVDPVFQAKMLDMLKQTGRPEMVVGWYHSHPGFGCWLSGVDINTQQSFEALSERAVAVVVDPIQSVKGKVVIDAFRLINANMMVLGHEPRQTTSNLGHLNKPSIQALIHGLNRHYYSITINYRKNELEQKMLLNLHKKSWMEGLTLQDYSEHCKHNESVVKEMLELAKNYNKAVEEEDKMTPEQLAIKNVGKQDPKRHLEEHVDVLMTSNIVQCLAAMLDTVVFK
NadD block – inhibitors of S. aureus NadD, primary screen, biochemical, colorimetric, uHTS. Nicotinate-nucleotide adenylyltransferase NadD (Staphylococcus aureus N315). purified NadD enzyme, colorimetric absorbance read-out. inhibition, % at 20 µM. 360,000 compounds, 0.78% hits; in the data active = inhibition above about 26%; also: some compounds past the cut are filed as inactive
LMPTP block – LMPTP phosphatase inhibitors, primary screen, biochemical, fluorescence intensity, uHTS; Low molecular weight phosphotyrosine protein phosphatase (Homo sapiens), P24666; recombinant LMPTP-A, OMFP fluorogenic substrate; inhibition, % at 20 µM; 360,000 compounds, 0.22% hits;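 active = compounds that cut the enzyme signal by at least half of the control window in the single-dose screen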;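 also: plate controls were DMSO wells with enzyme plus substrate for no effect and substrate without enzyme for full effect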
Target sequence (P24666 whole entry, looked up): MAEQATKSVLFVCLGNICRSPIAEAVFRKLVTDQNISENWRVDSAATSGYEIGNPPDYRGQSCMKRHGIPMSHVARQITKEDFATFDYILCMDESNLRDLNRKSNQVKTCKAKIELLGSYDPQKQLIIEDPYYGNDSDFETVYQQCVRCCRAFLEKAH
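Material: LMPTP-A; amount: 0.625 nM enzyme; doses: single 20 µM dose; times: reaction 50 min, room temperature, dark; technique: fluorescence intensity of OMFP turnover product; benchmarks: no-enzyme and uninhibited controls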
SUMO1-SIM PPI – modulators of SUMO1 protein-protein interactions, primary screen, biochemical, uHTS; SUMO1 binding to a labelled peptide, TR-FRET, 1 h; inhibition, % at 20 µM; Small ubiquitin-related modifier 1 (Homo sapiens), P63165; 360,000 compounds, 0.33% hits; AID 602429, 2012; in the data active = inhibition above about 37%
Target sequence (P63165 whole entry, looked up): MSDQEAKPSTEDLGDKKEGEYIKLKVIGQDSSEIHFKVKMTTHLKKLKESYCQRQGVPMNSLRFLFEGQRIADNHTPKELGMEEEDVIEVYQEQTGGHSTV
* marks the source's active call; other numbers are inactive results; i = inactive; · = not tested or not shown. An unsorted share of the library; overall some 3.9% were active at least once.

SMILES	CSN inh	DNMT1 block	Scp-1 inhibitor	MsrA inh	STEP inh	Tb MetRS inh	Rpn11 block	NadD block	LMPTP block	SUMO1-SIM PPI
O=C1CSC(c2ccc([N+](=O)[O-])cc2)N1c1ccccc1 (configuration not stated)	1	2	-3	-1.3	0	1.0	i	-1	-0.1	-27
O=[N+]([O-])c1cc2c(cc1CN1CCN(CCOCCO)CC1)OCO2	2	-6	3	0.3	0	-1.7	i	-3	-1.7	-9
COc1cc(NC(=S)Nc2ccccn2)cc(OC)c1OC	-2	-1	-1	-0.4	-1	-0.7	i	0	0.3	-4
COc1ccc(C(c2c(C)n(C)n(-c3ccccc3)c2=O)c2c(C)n(C)n(-c3ccccc3)c2=O)cc1OC	4	0	21	-0.3	0	-0.3	i	20	-1.4	0
O=C(COC(=O)c1nc(Cl)ccc1Cl)Nc1ccccc1OC(F)F	1	0	2	-1.8	-2	-1.2	i	-5	-0.4	9
CN(C)C(CNC(=O)c1ccc(C(=O)c2ccccc2)cc1)c1ccccc1 (configuration not stated)	-6	1	6	-0.3	-1	-0.7	i	-10	-1.4	-2
CCS(=O)(=O)c1ccc(O)c(NC(=O)c2cc(OC)c(OC)c(OC)c2)c1	-3	1	-1	1.3	2	0.2	i	-3	-0.6	8
CN(C)c1ccc(C2NCCS2)cc1 (configuration not stated)	-1	1	-7	4.3	0	0.0	i	9	-5.2	-8
CCOC(=O)[C@]12CCCC=C1N(CCc1ccc(OC)c(OC)c1)C(=O)[C@H](CC(=O)N1CCCCC1)C2	-4	·	·	1.7	·	-0.3	·	·	1.7	0
FC(F)(F)c1ccccc1N/N=C/c1cccnc1	0	1	-1	2.2	1	-0.4	i	0	1.2	-7
O=C(c1ccccc1)c1ccc(OCC(O)CN2CCCCC2)cc1 (configuration not stated)	0	4	-2	-1.1	-4	-0.4	i	-5	-0.9	1
CC1Cc2ccccc2N1C(=O)Cn1cc([N+](=O)[O-])cn1 (configuration not stated)	1	-1	-2	0.7	-8	-1.0	i	-4	-2.9	-2
COc1ccc(-c2nc(CSCC(=O)NC3CCCc4ccccc43)c(C)o2)cc1OC (configuration not stated)	5	-9	5	-0.1	3	-0.7	i	0	0.4	-1
Clc1ccc(-c2cnc3n2CCCCC3)cc1	0	1	3	-0.8	0	-1.0	i	-2	0.4	43*
CC(=O)c1sc(-c2ccc(Cl)cc2)nc1C	-11	1	-1	0.4	2	-0.2	i	1	-0.6	-28

In another format: results already given
Fields – CSN inh | DNMT1 block | Scp-1 inhibitor | MsrA inh | STEP inh | Tb MetRS inh | Rpn11 block | NadD block | LMPTP block | SUMO1-SIM PPI
COc1ccc(C(c2c(C)n(C)n(-c3ccccc3)c2=O)c2c(C)n(C)n(-c3ccccc3)c2=O)cc1OC
  4 | 0 | 21 | -0.3 | 0 | -0.3 | i | 20 | -1.4 | 0
O=C(COC(=O)c1nc(Cl)ccc1Cl)Nc1ccccc1OC(F)F
  1 | 0 | 2 | -1.8 | -2 | -1.2 | i | -5 | -0.4 | 9

(next part)
SMILES	CSN inh	DNMT1 block	Scp-1 inhibitor	MsrA inh	STEP inh	Tb MetRS inh	Rpn11 block	NadD block	LMPTP block	SUMO1-SIM PPI
S=c1[nH]nc(Cc2sc(-c3ccccc3)nc2-c2ccccc2)o1	4	0	3	0.9	2	-0.7	i	2	-0.7	-1
CC(C)NC(=O)C1Cc2c(-c3ccccc3Oc3ccccc3)ccnc2O1 (configuration not stated)	-10	-2	·	0.5	4	0.1	i	-4	-0.7	2
CCCN1CCN(C(=O)Cn2c(=O)oc3cc(S(=O)(=O)NCc4ccccc4)ccc32)CC1	5	0	-13	0.6	3	-0.7	i	3	-0.2	8
Cc1ccc(C(=O)CSc2nc(O)cc(=O)[nH]2)cc1C	4	-4	-5	2.0	1	-0.3	i	4	-0.2	-2
CC1(C)CC(=O)C2=C(C1)NC(=O)NC2c1ccc([N+](=O)[O-])cc1 (configuration not stated)	-4	0	-7	-0.6	-2	0.1	i	-2	-1.3	-19
O=C(c1ccccc1Cl)N1CCC(c2nc3c(nnn3Cc3ccco3)c(=O)[nH]2)CC1	0	0	-10	-0.2	-4	-0.1	i	2	-0.8	11
O=C(NCCN1CCC(n2c(=O)[nH]c3ccccc32)CC1)c1ccc(F)cc1F	0	·	·	-0.1	·	-0.7	·	-6	2.6	-1
CCc1ccc(N(C(=O)c2csnn2)C(C(=O)NCc2ccccc2)c2ccco2)cc1 (configuration not stated)	2	-1	-6	0.2	-1	-0.7	i	-5	-0.4	1
CC(NC(=O)c1ccccc1Cl)C(=O)O (configuration not stated)	2	1	-1	-1.4	-1	-0.3	i	-3	-1.7	0
CCOc1cccc(C(=O)NC(=S)Nc2ccc(Cl)cc2C(=O)O)c1	7	2	21	-0.3	15	-0.7	i	9	1.7	3
O=c1oc(-c2ccccc2NS(=O)(=O)c2ccc(Cl)cc2)nc2ccccc12	8	-2	-10	0.8	-1	0.2	i	11	2.0	-6
O=C(COC(=O)CN1C(=O)C2CCCCC2C1=O)NCc1ccc(Cl)cc1Cl (configuration not stated)	-6	7	1	0.0	-1	0.4	i	-7	-1.0	-1
COc1cccc(C(=Cc2ccc([N+](=O)[O-])cc2)C(=O)O)c1	2	5	·	1.5	-1	0.4	i	-2	-1.0	-23
Cc1cc(C)c2c(=O)[nH]c(SCC(=O)N3CCCCC3)nc2n1	3	0	-7	-0.5	2	-0.7	i	9	-2.1	5
C#CCNC(=O)C1=C[C@H](c2csc3ccccc23)C[C@H](OCCCCO)O1	3	-17	-2	-1.2	0	-0.1	i	2	2.6	0
Cc1nc(C)c(C(=O)Nc2cccc(F)c2)s1	-4	8	-9	-0.6	-1	-1.1	i	-4	1.1	-1
O=C(CNC1CCCCCC1)Nc1ccccc1N1CCCCC1	7	0	90*	0.0	1	-1.3	i	-6	-0.3	-1
Cc1ccc(CNS(=O)(=O)c2cn(C)cn2)cc1	1	1	3	2.4	1	-0.3	i	2	-2.2	10
Cc1cccc(NC(=O)Cn2cccc2)c1	2	-3	0	-0.7	2	-0.4	i	0	-0.9	2
S=C(Nc1ccccc1)c1nc2ccccc2s1	5	-2	-7	-1.0	0	0.1	i	-3	2.0	-15
COc1ccccc1Cc1c(-c2ccc(F)cc2)nc2ccc(Cl)cn12	8	0	·	0.3	-6	0.0	i	3	-0.6	5
COc1ccccc1-c1nnc(NC(=O)C2CCCN2S(=O)(=O)c2cccs2)o1 (configuration not stated)	4	2	·	0.1	-2	-0.3	i	6	-0.8	4
Cc1noc(C)c1C(=O)OC(C)C(=O)N(C)c1ccccc1 (configuration not stated)	3	2	-5	-1.0	1	-0.8	i	1	-0.5	13
COCCCn1c(SCC(=O)N(C)C)nnc1-c1ccccc1	3	2	-4	0.3	0	-0.7	i	0	-0.9	25
O=C(CC[C@H]1O[C@@H](n2ccc(=O)[nH]c2=O)[C@H](O)[C@@H]1O)NCc1ccc2c(c1)OCO2	-4	1	·	1.1	-1	-1.1	i	1	0.4	6
Cc1ccc([N+](=O)[O-])c2c1C(N1CC(C)OC(C)C1)C(C)(C)O2 (configuration not stated)	0	0	-13	1.3	-2	-0.6	i	-4	-1.4	-8
CCOc1ccc(S(=O)(=O)Nc2nc3ccccc3nc2-n2ccc(=NC(=O)c3cccs3)cc2)cc1	46*	5	11	0.9	-5	-0.3	·	26*	5.1	-12
O=C(NC1C(=O)NNC1c1ccccc1)c1ccccc1 (configuration not stated)	-1	-18	-5	0.3	-2	-1.1	i	-2	-0.5	3
CSCCC(NC(=O)c1ccc(Cl)cc1Cl)C(=O)OC(C)C(=O)NCc1ccco1 (configuration not stated)	-2	-2	-2	0.0	0	-0.7	i	-4	0.0	2
O=C(COc1ccc(-c2nnco2)cc1)Nc1c(F)cccc1F	4	-2	-7	0.3	-4	-0.1	i	-1	1.1	9
Cc1cc(C)n(-c2nc3ccccc3nc2N2CCN(C(=O)c3ccccc3)CC2)n1	-6	0	0	0.7	-1	-0.2	i	7	1.0	-4
COc1ccc(C(=O)Nc2ccncc2)cc1OC	2	-1	-11	-0.5	0	-0.9	i	1	0.1	3
COc1cc(-c2noc(C3CCCN(C(=O)c4c(F)cccc4F)C3)n2)cc(OC)c1OC (configuration not stated)	7	-4	-4	-1.8	-2	-1.3	i	3	-0.3	5
O=C(CN1CCN(Cc2ccccc2)CC1)NCc1ccc(Cl)cc1	1	3	-5	0.6	0	-0.4	i	-6	-1.6	-1
Cc1ccnc(N/N=C/c2ccccc2)n1	-5	4	-2	1.2	-5	-0.2	i	6	-2.7	-3
CNS(=O)(=O)c1cccc(C(=O)OC2CCCCC2=O)c1 (configuration not stated)	3	0	-5	0.8	-3	0.4	i	0	-1.9	-4
CN(C)c1ccc(C=Cc2ccnc3ccccc23)cc1N	7	-19	·	2.1	0	-1.8	i	-2	19	-36
O=C(Nc1ccccc1N1CCOCC1)c1cccc(F)c1	0	0	-5	2.1	-3	-0.5	i	-1	0.3	-5
COc1ccc(C(=O)COC(=O)C(CCSC)NS(=O)(=O)c2ccc(Cl)cc2)cc1 (configuration not stated)	-2	-6	-14	-0.7	0	-0.8	i	-8	1.1	6
